# MazF activator: MazEF (E. coli) toxin RNase activation | FAM/BHQ RNA-DNA oligo cleavage fluorescence, 5 h | activation, % at 20 µM | 350,000 tested, 0.32% active | AID 504720; in the data active = activation above about 50%
# Target sequence (P0AE70 whole entry, looked up): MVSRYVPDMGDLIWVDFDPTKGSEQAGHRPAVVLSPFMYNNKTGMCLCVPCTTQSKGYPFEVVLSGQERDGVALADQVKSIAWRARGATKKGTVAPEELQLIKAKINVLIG
# Vc quorum ag: inducers of Vibrio cholerae quorum light production without autoinducers; V. cholerae BH1578 lux reporter, luminescence, 6 h; activation, % at 18.7 µM; 350,000 tested, 0.16% active; AID 588436; in the data active = activation mostly above about 9.7%, no sharp cut-off; inconclusive = no clear call, values can overlap the other calls; inactive = mostly below about 3.7%; note: not every result past the cut was called active; inactives centre near 0; reference of the scale not given here
# TcdB inh: blocks C. difficile toxin B glycohydrolase activity | AID 652162 | 350,000 tested, 0.24% active | TcdB glycohydrolase enzymatic assay, plate reader | P18177 | inhibition, % at 9.99 µM; in the data active = inhibition above about 10%
# Yp Topo-I inh: blocks Yersinia pestis topoisomerase I activity; Y. pestis Topo-I cleavage product accumulation, plate reader; 360,000 tested, 0.064% active; activity, % at 10 µM; AID 504884; in the data active = activity above about 50%, passing the limit was not always enough; inconclusive = no clear call, values can overlap the other calls; note: inactives centre near 2
# SARS 3CLpro inh: SARS-CoV 3CLpro protease inhibition. P0C6X7. recombinant SARS-CoV 3CLpro, quenched FRET peptide cleavage. inhibition, % at 6 µM. 290,000 tested, 0.14% active. AID 1706; in the data active = inhibition above about 12%
# PfHsp40 rescue: rescue of PfHsp40-mediated yeast toxicity | S. cerevisiae expressing PfHsp40, growth rescue, ATP luminescence | growth rescue, % at 12.5 µM | 340,000 tested, 0.68% active | AID 504582; in the data active = growth rescue above about 28%, passing the limit was not always enough; inconclusive = no clear call, values can overlap the other calls;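 note: yeast W303a lacking pdr1 and pdr3 grown in galactose medium; growth measured after three days at 30 °C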
# DUSP3 inh: DUSP3 (human) phosphatase inhibition; recombinant VHR phosphatase, pNPP absorbance; inhibition, % at 13.3 µM; 290,000 tested, 0.52% active; in the data active = inhibition above about 50%; note: some compounds called inactive have numbers as strong as hits
# Target sequence (P51452 whole entry, looked up): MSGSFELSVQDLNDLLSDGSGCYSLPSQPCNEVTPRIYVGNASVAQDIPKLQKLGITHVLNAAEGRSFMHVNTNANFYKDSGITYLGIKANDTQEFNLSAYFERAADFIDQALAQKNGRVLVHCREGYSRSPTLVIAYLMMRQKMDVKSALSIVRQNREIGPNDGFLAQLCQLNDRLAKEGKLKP
# Anthrax LF inh2: inhibitors of Bacillus anthracis lethal factor protease | P15917 | multiplex microsphere protease cleavage assay, LF | inhibition, % at 10 µM | 360,000 tested, 0.12% active; in the data active = inhibition above about 30%; inconclusive = no clear call, values can overlap the other calls; note: plate controls were buffer without enzyme for full effect and enzyme alone for no effect
# Rv3671c inh: Rv3671c (M. tuberculosis) protease inhibition; inhibition, % at 5.96 µM; AID 2606; P9WHR9; 320,000 tested, 0.048% active; in the data active = inhibition above about 38%;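 note: extracellular domain of Rv3671c used as enzyme; 0% = enzyme with DMSO and 100% = no enzyme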
# Target sequence (P9WHR9 whole entry, looked up, the tested form may be a part): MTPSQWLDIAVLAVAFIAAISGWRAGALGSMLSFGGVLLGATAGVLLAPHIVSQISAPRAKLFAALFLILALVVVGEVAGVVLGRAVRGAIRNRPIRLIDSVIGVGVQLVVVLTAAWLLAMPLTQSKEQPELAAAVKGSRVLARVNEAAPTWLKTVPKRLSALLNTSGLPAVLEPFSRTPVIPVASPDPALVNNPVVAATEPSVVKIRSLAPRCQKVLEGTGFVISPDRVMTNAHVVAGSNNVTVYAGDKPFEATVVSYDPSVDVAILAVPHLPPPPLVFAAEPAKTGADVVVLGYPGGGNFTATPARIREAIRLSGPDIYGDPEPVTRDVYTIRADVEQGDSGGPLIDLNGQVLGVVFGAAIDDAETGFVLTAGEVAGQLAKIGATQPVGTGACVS
# PriA SSB inh: inhibitors of Klebsiella pneumoniae PriA binding to SSB C-terminal tail. AlphaScreen SSBct-PriA binding, biotinylated peptide. inhibition, % at 33 µM. 430,000 tested, 0.6% active; in the data active = inhibition mostly above about 37%, no sharp cut-off; inactive = mostly below about 20%;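 note: plate controls were negative control peptide for no effect and reference peptide for full effect; strong numbers were not always called active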
# An asterisk follows results filed as active; i = inactive; ? = inconclusive; . = not tested or not shown; & = joins results of further samples. A portion of the library; rates above refer to the full screens.
molecule,MazF activator,Vc quorum ag,TcdB inh,Yp Topo-I inh,SARS 3CLpro inh,PfHsp40 rescue,DUSP3 inh,Anthrax LF inh2,Rv3671c inh,PriA SSB inh
CC(C)(CNC(=O)c1ccc(S(=O)(=O)Nc2ccc(Cl)cc2)cc1)N1CCOCC1,10,i,1.0,16,.,-0.6,.,-4,-2,14
Cn1c(O)c(N=Nc2ccc(F)cc2)c2ccccc21,337*,-0.8,1.7,6,1,2.0,32,-5,-3,0
CCOc1cc(/C=N/O)ccc1OCc1ccccc1F,-3,-0.1,.,-1,-1,1.6,-4,1,-5,.
S=c1[nH]nc(COc2ccc(Cl)cc2)n1Cc1ccccc1,4,-0.3,1.3,8,4,-1.4,5,-2,4,-8
CC(C)(C)NC(=S)N/N=C/c1cccnc1,6,2.0,1.4,-11,1,-0.5,-8,-2,8,.
Cc1ccc(S(=O)(=O)NCCc2nnc3ccc(SCC(=O)Nc4nc(C)cs4)nn23)cc1,6,-0.5,-0.5,-3,-1,-0.3,-2,3,-6,1
O=C(O)CCN(Cc1ccccc1)S(=O)(=O)c1c(Cl)cccc1Cl,-1,-0.2,0.5,8,-2,0.2,10,0,7,9
O=C(c1ccc2c(c1)N(Cc1ccc(F)cc1)CCS2)N1CCOCC1,0,-0.2,-0.4,1,-6,-0.1,11,-2,-6,1
Cc1nnc(NC(=O)COc2ccccc2)s1,1,i,.,4,8,0.3,8,-4,0,-19&0
O=C(CCl)Nc1cccc2ncccc12,4,-0.2,.,-5,3,-0.7,26,-2,-3,-10
C=CC[C@@H](CC(=O)N[C@H](CO)Cc1ccccc1)C(=O)N[C@@H](COC(=O)[C@@H](CC=C)CC(=O)OC(C)(C)C)Cc1c[nH]c2ccccc12,5,i,1.3,20,.,0.1,.,6,-4,8
NC(=O)CC(NC(=O)c1ccccc1)c1ccc(N2CCC(Cc3ccccc3)CC2)c([N+](=O)[O-])c1 (centres undefined),-6,-1.0,-0.6,10,2,3.3,13,2,-10,-9
CCOC(=O)c1ccc(NC(=O)C2CC2)cc1,-1,-1.0,.,-11,-4,-0.1,25,-2,-2,-19
COc1ccccc1NS(=O)(=O)c1cc(NC(=O)C(C)C)ccc1N1CCCCC1,2,-0.3,1.2,6,5,-2.2,15,-6,-12,0
CCOc1nc2ccccc2nc1C,1,i,.,2,1,-1.2,29,5,-3,-8
c1ccc(-c2ccccn2)nc1,-12,i,0.5,7,0,-1.4,-22,2,-6,7
Cc1c(C)n(C)c2ccc(C(=O)NCCN3CCOCC3)cc12,-1,-12,-0.5,8,2,0.0,9,1,-45,8
COc1ccc(-c2cc(=O)oc3cc(OCC(=O)N(C)C)ccc23)cc1,11,-0.4,0.8,4,-2,0.1,4,-6,-8,-6
Cc1ccc(S(=O)(=O)N2CCN(S(=O)(=O)N3CCCCC3)CC2)cc1C,-24,-0.3,0.5,2,-1,-0.7,7,0,5,-10
CC(C)(C)c1cc(CCC(=O)NCc2ccncc2)cc(C(C)(C)C)c1O,-1,-0.2,.,3,-3,0.2,16,0,-4,11
CC1=C(C(=O)Nc2cc(C)ccc2C)C(c2cccs2)NC(=S)N1 (centres undefined),3,14,.,2,4,-1.1,5,0,-1,-13
Cc1ccc(S(=O)(=O)N2CCC(=O)N(C(COCc3cccc(Cl)c3)C(C)C)CC2)cc1 (centres undefined),-1,-0.7,0.8,-8,2,2.6,12,-5,1,-32
Cc1ccc(S(=O)(=O)N2CCOCC2)cc1NC(=O)CNC(C)c1ccccc1 (centres undefined),17,i,0.4,8,.,0.6,.,-4,0,-2
CCOC(=O)C(C(=O)OCC)C(Nc1cccc(Br)c1)c1ccccc1 (centres undefined),-2,-0.3,.,38,8,1.5,24,6,0,-40
COc1cc(/C=N/NC(=O)c2cc(-c3cccc(OC(C)C)c3)nc3ccccc23)ccc1O,-11,-0.9,0.4,-12,.,-0.4,.,.,-16,.
S=c1nccc(-c2cccs2)[nH]1,5,-0.5,0.7,-8,-4,-2.6,-1,0,4,-2
CCOc1ccc(NC(=O)CN(C)C(=O)c2ccccc2OCc2c(C)noc2C)cc1OCC,5,-0.3,-0.9,11,.,0.8,.,4,0,-5
O=C(N/N=C/C(Cl)=C\c1ccccc1)c1ccco1,-4,-0.2,1.1,-4,0,-1.5,5,?,-8,i
CCC(=O)N(Cc1cc2cc(OC)ccc2[nH]c1=O)c1ccccc1C,2,-0.3,.,4,9,-0.3,21,-4,-4,-15
O=S(=O)(c1ccccc1)N1CCN=C1SCc1ccc(Cl)cc1,0,-0.2,-1.4,6,2,0.0,14,-2,-14,4
CCCCC1=CC2=CC(=O)C(C)(OC(=O)CCc3ccccc3)C(=O)C2=CO1 (centres undefined),-35,0.3,0.8,-3,.,-0.2,4,8,-17,2
Cc1cc(C(=O)OCC(=O)Nc2ccc(F)cc2)c(C)n1C1CC1,4,0.3,0.1,7,.,-0.3,.,2,2,-6
CCOc1ccc(C2CC(=O)NC(SCC(=O)OC)=C2C#N)cc1 (centres undefined),5,.,3.5,5,1,-0.2,4,2,9,1
CCOc1ccc(OCCOCCOc2c(Cl)cccc2Cl)cc1,-8,-7.4,.,40,7,-0.2,.,-6,1,-22
CC(C)(C)c1ccc(-c2nc3cc(N)ccc3o2)cc1,6,0.0,2.3,11,2,0.1,4,-12,4,-7
COc1ccc(C(=O)COC(=O)c2ccc(Cl)nc2)c(OC)c1,3,i,6.1,9,.,0.0,.,2,-10,-2
COc1cc(/C=C2\SC(N3CCCCC3)=NC2=O)cc(OC)c1OC,-1,i,0.2,12,4,0.2,-2,-2,-2,1
CC(C)N(C(=O)Cn1cc(SCC(=O)N2CCCC2)c2ccccc21)C(C)C,1,1.1,1.7,17,1,0.7,12,0,-4,13
Cc1cccc(C)c1NC(=O)CNC(=O)c1ccc2ccccc2n1,-4,-0.2,0.2,-3,.,0.8,.,1,-1,-5
CC(=O)Nc1ccc(S(=O)(=O)Oc2cccc(/C=N/N=C3/NC(=O)C(CC(=O)O)S3)c2)cc1 (centres undefined),-1,-0.6,2.8,4,1,-1.3,-18,1,-2,.
COc1ccc(CCN=C(N)NS(=O)(=O)c2ccc(OC)c(OC)c2)cc1OC,1,-3.6,0.2,-9,3,0.4,-12,-2,5,-10
CCN(c1ccccc1)c1cc(C)nc2ncnn12,3,-0.4,0.3,6,-4,-0.6,14,-4,1,9
c1cn(CCCNc2ncnc3sc4c(c23)CCC4)cn1,-4,.,.,-8,-1,-2.3,4,-6,-7,-6
O=c1cccc2n1C[C@@H]1C[C@@H]2CN(CC(O)c2ccc([N+](=O)[O-])cc2)C1 (some centres undefined),6,-1.0,1.8,5,0,1.6,9,-14,.,.
CC(C)c1ccc(NC(=O)Cn2c(=O)oc3cccnc32)cc1,6,i,1.2,2,-2,-0.4,14,-12,2,1
CCc1ccccc1NC(=O)CNC(=O)CCC(=O)c1cc(C)sc1C,-4,-0.9,-2.7,17,.,.,.,0,.,.
Cc1ccc(N(CCC#N)C(=O)CSc2nc3ccccc3c(=O)[nH]2)cc1,-2,-0.5,-4.7,15,.,0.1,.,1,-8,-6
COC(=O)[C@@]12CCCN1[C@H](c1ccc(-c3ccc(F)cc3)c(OC)c1)[C@H]1C(=O)N(C)C(=O)[C@H]12,-3,i,-9.4,12,.,-1.5,.,5,-6,15
Cc1csc2nc(CNC(=O)c3cccc(C(F)(F)F)c3)cn12,-9,0.1,.,-3,-2,-0.6,15,2,7,-3
O=C(CNC1CCCC1)Nc1cc(Cl)ccc1[N+](=O)[O-],2,i,1.3,-4,3,-0.6,24,0,-2,14
COc1ccc(CCNC(=O)c2nnn(CC(=O)Nc3cccc(F)c3)c2N)cc1OC,-1,i,1.0,-7,2,0.3,26,-1,2,2
O=C1/C(=C/c2ccco2)SC(=S)N1CCC(=O)N1CCCCC1CCO (centres undefined),-18,-0.5,3.0,12,-1,0.0,-25,0,-16,4
Cc1nc(NNC(=O)c2ccc([N+](=O)[O-])cc2)cc(-c2ccccc2)n1,4,-0.2,-0.1,-10,-1,-1.3,-26,1,6,-11
CCCCOc1ccc(CSc2nnc(C)n2N)cc1[N+](=O)[O-],-5,-0.3,1.9,-6,2,2.6,6,0,-1,-14
CC1CCCCC1NC(=O)CN1C(=O)NC(C)(c2cc(F)ccc2F)C1=O (centres undefined),4,2.6,-0.2,-9,.,0.0,.,2,11,-14
COc1ccc(OC)c(Nc2nc3nonc3nc2N2CCCC(C)C2)c1 (centres undefined),-67,i,1.1,-6,-1,0.5,-2,-2,3,-10
CCN(CC(=O)Nc1ccc(NC(C)=O)cc1)C(=O)c1ccc2c(c1)S(=O)(=O)N=C1CCCCCN12,-36,i,2.9,1,.,0.9,.,0,-2,6
c1ccc(-c2nc3c4ccccc4ccn3c2CN2CCCCC2)cc1,3,i,3.2,29,-5,0.8,14,-6,-3,-6
COc1ccc(NC(=O)C2CC(=O)n3ncnc3N2)cc1 (centres undefined),6,5.0,.,-9,2,0.1,-1,-4,-1,-11
COCCN1Cc2cccc(C(=O)Nc3cccc(C)c3C)c2C1=O,10,i,.,9,-5,0.2,8,-2,-2,-4

# Sorted by number of heavy atoms (low to high): some entries from above.
molecule,MazF activator,Vc quorum ag,TcdB inh,Yp Topo-I inh,SARS 3CLpro inh,PfHsp40 rescue,DUSP3 inh,Anthrax LF inh2,Rv3671c inh,PriA SSB inh
Cc1csc2nc(CNC(=O)c3cccc(C(F)(F)F)c3)cn12,-9,0.1,.,-3,-2,-0.6,15,2,7,-3
COCCN1Cc2cccc(C(=O)Nc3cccc(C)c3C)c2C1=O,10,i,.,9,-5,0.2,8,-2,-2,-4
CC1CCCCC1NC(=O)CN1C(=O)NC(C)(c2cc(F)ccc2F)C1=O (centres undefined),4,2.6,-0.2,-9,.,0.0,.,2,11,-14
CCN(CC(=O)Nc1ccc(NC(C)=O)cc1)C(=O)c1ccc2c(c1)S(=O)(=O)N=C1CCCCCN12,-36,i,2.9,1,.,0.9,.,0,-2,6

# The listing continues:
molecule,MazF activator,Vc quorum ag,TcdB inh,Yp Topo-I inh,SARS 3CLpro inh,PfHsp40 rescue,DUSP3 inh,Anthrax LF inh2,Rv3671c inh,PriA SSB inh
CC(c1ccco1)N(C(=O)COc1ccccc1[N+](=O)[O-])c1ccccn1 (centres undefined),-3,i,.,-4,-1,-1.2,0,-3,7,0
CCOC(=O)c1[nH]c2ccc(OC)cc2c1NS(=O)(=O)c1ccc(Cl)s1,-6,-0.7,.,-4,-1,-1.4,-17,-1,-10,8
O=C(NN1CCOCC1)C12CC3CC(CC(C3)C1)C2,7,-5.9,.,4,-6,0.4,-2,1,-8,-4
COc1ccc2cc(C(N)=O)/c(=N\NC(=O)c3ccccc3)oc2c1,-3,0.6,-0.7,1,-11,0.8,.,-9,8,.
O=C(c1ccc(S(=O)(=O)N2CCCCCC2)cc1)N1CCN(c2ccccn2)CC1,-7,i,.,-12,3,0.6,14,-2,7,2
O=C(Nc1nnc(Cc2ccc(Cl)cc2)s1)c1cccnc1,2,i,0.0,0,1,-0.8,30,0,-2,0
CN1C(=O)C2(Oc3ccccc3C3CC(c4ccccc4)=NN32)c2ccccc21 (centres undefined),3,-1.6,.,-1,-5,25,36,0,-16,-5
CCc1cc(=O)oc2c(C)c(OC(C)C(=O)NCCCn3ccnc3)ccc12 (centres undefined),5,-0.2,-1.2,-2,2,-0.2,7,10,2,2
COc1ccc(Cc2nnc(SCC(=O)c3ccccc3)o2)cc1,3,-0.6,.,27,6,-0.1,3,1,1,-25

# Source: PubChem
